From PubChem BioAssay
FLuc act counter – FLuc activators, initial screening, artefact control for FLuc-dependent activation tests, biochemical, ATPlite luminescence; AID 1027, 2008; ATPlite luciferase biochemical, 10 min; 0 = ATP-free wells, 1 = DMSO control; activation factor at 10 µM; 200,000 tested, under 10 active; Luciferin 4-monooxygenase (Photinus pyralis), P08659;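 active = luciferase activation factor, scaled between plate controls, of at least 2 with compound at 10 µM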
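System: Luciferase/luciferin detection reagent, cell-free biochemical luciferase assay | Medium: PBS buffer for ATP | Dosing: Test compounds dosed from 2 mM stocks in 100% DMSO | Timing: 10 min at ambient temperature | Signal: Luminescence measurement of luciferase light output | Evaluation: Luciferase activation, seen as luminescence increase over controls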
STAT1 activator – STAT1 signaling activators, primary screen, cell-based, HTS, luciferase reporter; NIH 3T3 STAT1-luciferase reporter, IFN-gamma, luminescence; 100% = IFN-gamma alone, no compound; activation (% of control), % at 5.5 µM; 200,000 tested, 2.6% active;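 active = activation above the screen-wide mean activation plus 3 SD, cut at about 130% in these data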;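 also: raw ratio to IFN-gamma control signal so 100% means no change and 0% no light; values of inactives mirror those of a sister screen read the other way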
FLuc inh counter – firefly luciferase enzyme inhibitors, primary screen, artefact control for luciferase-based inhibitor screens, biochemical, luminescence, ATPLite; AID 1006, 2008; 10 min; inhibition, % at 10 µM; Luciferin 4-monooxygenase (Photinus pyralis), P08659; 200,000 tested, 1.5% active;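 active = inhibition above about 50% when tested at 10 µM, limit read from the data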
TLR4 MyD88 comp – inhibitors of TLR4-MyD88 association in cells, primary screen, cell-based, HeLa CL3-4, BLA complementation, FRET ratio; HeLa CL3-4 TLR4/MyD88 BLA complementation; inhibition, % at 8.4 µM; 200,000 tested, 0.18% active; in the data active = inhibition above about 25%;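 also: 0% = vehicle and 100% = reference inhibitor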
Target sequence (O00206 whole entry, looked up): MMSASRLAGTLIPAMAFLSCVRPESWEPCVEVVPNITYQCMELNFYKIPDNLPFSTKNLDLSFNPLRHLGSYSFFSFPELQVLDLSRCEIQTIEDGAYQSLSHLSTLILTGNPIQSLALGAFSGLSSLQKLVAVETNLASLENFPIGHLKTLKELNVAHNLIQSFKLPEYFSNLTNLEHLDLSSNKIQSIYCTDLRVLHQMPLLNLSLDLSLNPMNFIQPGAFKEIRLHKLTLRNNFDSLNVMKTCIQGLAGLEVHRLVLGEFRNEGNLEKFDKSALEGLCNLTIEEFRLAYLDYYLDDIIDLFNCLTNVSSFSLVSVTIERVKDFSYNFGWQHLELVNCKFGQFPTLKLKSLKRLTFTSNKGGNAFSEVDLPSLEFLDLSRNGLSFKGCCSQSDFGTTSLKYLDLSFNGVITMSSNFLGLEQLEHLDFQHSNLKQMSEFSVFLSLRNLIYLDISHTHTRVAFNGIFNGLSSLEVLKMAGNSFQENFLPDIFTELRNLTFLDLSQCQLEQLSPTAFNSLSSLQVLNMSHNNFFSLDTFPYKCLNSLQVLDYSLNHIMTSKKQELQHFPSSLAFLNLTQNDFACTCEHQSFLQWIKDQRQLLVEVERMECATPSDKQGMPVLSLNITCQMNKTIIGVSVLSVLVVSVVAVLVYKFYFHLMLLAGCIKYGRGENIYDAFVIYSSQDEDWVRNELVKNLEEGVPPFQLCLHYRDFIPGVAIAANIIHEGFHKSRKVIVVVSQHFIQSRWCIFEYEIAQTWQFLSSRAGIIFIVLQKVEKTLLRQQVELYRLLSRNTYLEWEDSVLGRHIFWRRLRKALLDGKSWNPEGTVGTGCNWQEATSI
Target sequence (Q99836 whole entry, looked up): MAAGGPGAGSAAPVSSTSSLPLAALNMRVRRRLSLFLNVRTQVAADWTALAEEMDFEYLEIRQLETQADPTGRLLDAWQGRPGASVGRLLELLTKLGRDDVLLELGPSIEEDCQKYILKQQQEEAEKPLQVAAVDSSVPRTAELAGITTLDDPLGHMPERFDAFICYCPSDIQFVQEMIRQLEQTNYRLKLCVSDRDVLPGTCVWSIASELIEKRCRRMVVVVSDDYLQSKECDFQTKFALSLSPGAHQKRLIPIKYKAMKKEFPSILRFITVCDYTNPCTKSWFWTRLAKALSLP
Diaphorase inh – diaphorase inhibitors and chemical oxidizers, primary screen, counter-screen for diaphorase-coupled primary assays, biochemical, uHTS, resorufin fluorescence | inhibition, % at 20 µM | 190,000 tested, 0.69% active | diaphorase resazurin-to-resorufin fluorescence, NADH, 16 min; bacterial (C. kluyveri) enzyme, not human;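 active = primary screen inhibition at 20 µM above a set limit, cut at about 50% in these data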;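 also: plate controls were DMSO with full reaction for no effect and wells lacking NADH for full effect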
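material = Clostridium kluyveri diaphorase enzyme | amount = 0.14 U/mL diaphorase, enzyme working solution | schedule = incubation 16 min, room temperature | detection = fluorescence of resorufin formed from resazurin, Ex 544/Em 590 nm | benchmarks = positive control minus NADH, DMSO neutral control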
NF-kB neuron act – activators of NF-kB expression in neurons, primary screen, cell-based, HTS; human neuronal cells, NF-kB reporter expression; active compounds read high; fold change at 12.5 µM; 190,000 tested, 1.6% active; AID 1239, 2008; in the data active = fold change above about 3.3
G6PDH counter – L. mesenteroides G6PDH inhibitors, counter-screen for G6PDH-coupled screening assays, biochemical, Leuconostoc mesenteroides enzyme. glucose-6-phosphate dehydrogenase [Leuconostoc mesenteroides]. AID 1020, 2008. inhibition, % at 5 µM. Purified L. mesenteroides G6PDH, diaphorase/resazurin coupled fluorescence, 45 min. 200,000 tested, 0.12% active; in the data active = inhibition above about 50%
Diaph act CS – compounds boosting diaphorase resazurin reduction – biochemical, uHTS, resorufin fluorescence, counter-screen for diaphorase-coupled primary assays, primary screen; activation factor at 20 µM; AID 1229, 2008; Diaphorase/resazurin coupled assay, 16 min; active compounds read high; 1 = vehicle wells, 0 = NADH-free wells; 190,000 tested, 0.005% active;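 active = diaphorase activity raised at least twofold by the compound at 20 µM; inactive = activation factor below 2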
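Material: purified diaphorase enzyme from Clostridium kluyveri; Also added: 0.114 mM NADH and 0.1 mM resazurin, final amounts; Doses: single compound dose of 20 µM, 1% DMSO final; Times: 16 min enzyme reaction, ambient temperature; Detection: resorufin fluorescence, excitation 544 nm, emission 590 nm; Measure: increased resorufin signal from activators or reducing compounds.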
APP 5UTR inh – inhibitors of APP translation via 5'UTR reporter, primary screen, APP 5'UTR luciferase, SH-SY5Y cells | SH-SY5Y APP 5'UTR-luciferase reporter, luminescence | inhibition, % at 2 µM | 190,000 tested, 0.82% active;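 active = inhibition above a set limit, derived from the sample mean plus 3 SD, cut at about 45% in these data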; also: values of inactives mirror those of a sister screen read the other way
APP 5'UTR act – activators of APP 5'UTR luciferase reporter, primary screen, SH-SY5Y cells; 190,000 tested, 1% active; SH-SY5Y APP 5'UTR luciferase reporter, luminescence; zero percent = DMSO vehicle wells; AID 1276, 2008; activation, % at 2 µM;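 active = activation above a set limit, based on mean plus 3 SD of controls, cut at about 140% in these data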; also: values of inactives mirror those of a sister screen read the other way
* = called active by the depositor; nt = no result given.

SMILES	FLuc act counter	STAT1 activator	FLuc inh counter	TLR4 MyD88 comp	Diaphorase inh	NF-kB neuron act	G6PDH counter	Diaph act CS	APP 5UTR inh	APP 5'UTR act
O=C(NCCN1CCOCC1)c1ccc(-c2ccccc2)cc1	1	104	3	1	-9	1.2	-6	1.1	5	-5
CCOC(=O)c1ccc(NC(=O)C2C3C=CC(C3)C2C(=O)O)cc1 (stereo unspecified)	1	104	-5	3	13	1.2	4	0.9	3	-3
O=C(Nc1ccccc1)c1nsnc1C(=O)Nc1ccccc1	1	113	-2	-8	17	0.92	3	0.8	-3	3
COc1ccc(C(=O)NC(=S)Nc2ccc(S(N)(=O)=O)cc2)cc1	1	96	0	-1	34	1.2	20	0.7	8	-8
CCCCN(CC)S(=O)(=O)c1ccc2c(c1)CCCN2C(C)=O	1	92	-2	-4	12	0.74	9	0.9	-8	8
COc1ccc(N2CCN(CC(O)COC(C)(C)C)CC2)cc1 (stereo unspecified)	1	101	-5	-2	10	1.1	1	0.9	-17	17
C/C(=C\c1ccccc1)C1NC(=O)c2c(sc3c2CCCC3)N1 (stereo unspecified)	1.1	99	-7	-2	5	0.73	-23	0.9	15	-15
Cc1sc2nc(CN3CCCC3)nc(NCc3ccncc3)c2c1C	1	94	-4	-1	-5	1.2	-2	1.1	-6	6
O=S(=O)(Nc1ccc2c(c1)OCCO2)c1ccc(Br)s1	1.2	91	-16	0	13	1.1	12	0.9	-2	2
O=C1C(=O)N(Cc2cccnc2)C(c2ccccn2)/C1=C(/O)c1ccc(F)cc1 (stereo unspecified)	0.9	104	6	1	14	1.3	14	0.9	0	0
CCOc1c2ccc(C(=O)NCc3ccccc3OC)cc2nn1CC	1.1	96	-10	11	1	1.2	3	1	5	-5
Cc1ccccc1CSc1n[nH]c(NS(=O)(=O)c2ccccc2)n1	1.1	100	-8	-2	-5	1.2	18	1	-3	3
CCOc1ccc(NC(=O)CSc2nnc(Cn3cnc([N+](=O)[O-])n3)n2CC)cc1	1	95	4	3	-3	1.1	-5	1	8	-8
O=C(C1CCCN(Cc2ccc3c(c2)OCO3)C1)N1CCCC1 (stereo unspecified)	1	93	-4	-19	16	1	5	0.8	4	-4
COc1ccc(NC(=O)CSc2nc(O)cc(=O)n2C)cc1	1	98	2	3	9	1	-2	0.9	-8	8
Cc1noc(C)c1CSc1cc(C)c2ccccc2n1	1.1	104	-8	-1	18	0.94	-5	0.8	-8	8
O=C(CN1C(=O)NC2(CCCCC2)C1=O)NCc1ccc2c(c1)OCO2	1.1	100	-8	1	-20	0.99	6	1.2	-33	33
COc1ccccc1-c1cc(SC)c(C#N)c(=O)o1	1.1	133*	-6	6	9	1.7	2	0.9	1	-1
O=C(Nc1cccc(-c2csc(-c3ccccc3)n2)c1)c1cccs1	1	116	4	-4	23	1.1	-4	0.8	-5	5
CCC(=O)Nc1ccc(C(=O)CSc2nc3ccccc3cc2CC)cc1	1.1	101	-8	3	19	1.1	-45	0.8	-10	10
Cc1ccc(NC(=O)C(=O)NCCN2CCN(Cc3ccc([N+](=O)[O-])cc3)CC2)cc1	1	92	-4	16	5	1.1	-1	1	20	-20
COc1ccc(N(C(=O)c2ccco2)S(=O)(=O)c2cc(Cl)c(Cl)cc2Cl)cc1	1	98	-3	3	17	0.88	-1	0.8	-3	3
CCOC(=O)C1CCN(C(=O)c2cccs2)CC1	1	99	-2	4	-11	0.94	10	1.1	-14	14
O=C(Nc1ccc(NC(=O)c2ccccn2)cc1)C(=O)Nc1ccc2c(c1)OCCO2	1	116	2	4	-4	0.95	-7	1	2	-2
CNc1oc(-c2cccs2)nc1S(=O)(=O)c1ccccc1	1.1	103	-6	7	2	0.92	1	1	-2	2
Cc1ccc(CN2CCSc3ccc(C(=O)NCc4ccccn4)cc32)cc1	1	107	0	4	24	0.99	2	0.8	-13	13
COc1ccc(-n2cnc3cc(NCc4cccs4)ccc32)cc1	1	131*	2	8	17	1.4	6	0.8	-30	30
NC1=NC(c2ccc(Br)cc2)n2c(nc3ccccc32)N1 (stereo unspecified)	1	100	-1	2	16	1.1	26	0.8	-9	9
CC(CCc1ccco1)NC(=O)Nc1cccc(F)c1 (stereo unspecified)	1	101	-4	-3	13	1	0	0.9	-1	1
c1ccc(-c2nn3c(Cn4cnc5ccccc54)nnc3s2)cc1	1	99	-5	-9	6	0.92	-14	0.9	32	-32
CCOc1ccc(NC2=CC(=O)CC(c3ccco3)C2)cc1 (stereo unspecified)	1.1	102	-6	3	16	1.3	8	0.8	-16	16
Nc1nc(SCC(=O)c2cc(F)ccc2F)n[nH]1	1	98	-3	-3	15	1	-2	0.9	-16	16
CCC(CC)NC(=O)c1ccccc1Oc1ccccc1	1.1	103	-5	-5	11	1.9	1	0.9	4	-4
CCn1c(CNC(=O)c2ccccc2)nc2ccccc21	nt	102	nt	-6	nt	nt	nt	nt	-20	20
Cc1cc(NC(=O)CSc2nc3ccccc3n2CC(=O)N2CCCCC2)no1	1	93	-5	2	4	1.1	-19	1	-12	12
CCC(C)NC(=O)NC(=O)N(C1CCCCC1)S(C)(=O)=O (stereo unspecified)	1	103	-1	15	7	0.87	11	0.9	-2	2

One compound at a time, from the list above.
COc1ccc(-n2cnc3cc(NCc4cccs4)ccc32)cc1 is listed as FLuc act counter: 1; STAT1 activator: 131*; FLuc inh counter: 2; TLR4 MyD88 comp: 8; Diaphorase inh: 17; NF-kB neuron act: 1.4; G6PDH counter: 6; Diaph act CS: 0.8; APP 5UTR inh: -30; APP 5'UTR act: 30
CCC(C)NC(=O)NC(=O)N(C1CCCCC1)S(C)(=O)=O (stereo unspecified) is listed as FLuc act counter: 1; STAT1 activator: 103; FLuc inh counter: -1; TLR4 MyD88 comp: 15; Diaphorase inh: 7; NF-kB neuron act: 0.87; G6PDH counter: 11; Diaph act CS: 0.9; APP 5UTR inh: -2; APP 5'UTR act: 2

Records listed so far shown as hits in STAT1 activator.
Compound	STAT1 activator	TLR4 MyD88 comp	NF-kB neuron act	APP 5UTR inh	APP 5'UTR act
COc1ccccc1-c1cc(SC)c(C#N)c(=O)o1	133*	6	1.7	1	-1
COc1ccc(-n2cnc3cc(NCc4cccs4)ccc32)cc1	131*	8	1.4	-30	30

(listing goes on)
SMILES	FLuc act counter	STAT1 activator	FLuc inh counter	TLR4 MyD88 comp	Diaphorase inh	NF-kB neuron act	G6PDH counter	Diaph act CS	APP 5UTR inh	APP 5'UTR act
Cc1ccc(S(=O)(=O)N(CC(=O)N=Nc2c(O)[nH]c3ccccc23)c2ccc(C)c(C)c2)cc1	1	103	-1	11	28	0.67	-4	0.7	-5	5
CC(c1ccco1)N(C(=O)c1ccccc1NS(=O)(=O)c1ccc(Cl)cc1)c1ccccn1 (stereo unspecified)	1	95	-4	-2	18	0.86	-11	0.8	2	-2
COc1ccc(-c2noc(CSc3nnc(Cc4ccccc4)n3-c3cccc(C)c3)n2)cc1OC	1.1	96	-6	-2	30	0.95	14	0.7	-21	21
CCOC(=O)c1cccc(C(=O)Oc2ccccc2)n1	1	100	-1	-3	6	1	-3	0.9	15	-15
CN1CCC(N(C)C(=O)/C=C/c2cn(-c3ccccc3)nc2-c2cccs2)CC1	1	102	-2	3	0	0.43	0	1	22	-22
CCCCCCCCCCS(=O)(=O)N/N=C/c1ccccc1OC	1	102	-4	-22	25	1.1	5	0.8	19	-19
CN(C)c1ccc(C2N(c3ccc(Cl)cc3)C(=O)C3CCCN32)cc1 (stereo unspecified)	1.1	104	-10	2	2	1.1	6	1	-2	2
O=C(CN1CCN(CC(=O)c2ccc(F)cc2)CC1)Nc1ccccc1Cl	1	109	-3	-2	11	1.1	0	0.9	-6	6
O=C(CN1C(=O)/C(=C/c2c(F)cccc2Cl)Oc2ccccc21)NCc1ccco1	1	92	0	0	20	1.3	0	0.8	-40	40
O=C(Nc1ccc(Nc2ccccc2)cc1)C(Cl)(Cl)Cl	1	97	4	-5	14	1.6	-2	0.9	6	-6
O=C(c1ccccc1Cl)N(Cc1ccc(Br)cc1)N1C(=O)CCC1=O	1	93	0	-10	0	1.1	0	1	-14	14
CC(Oc1ccccc1)C(=O)OCC(=O)NC(=O)NCc1ccco1 (stereo unspecified)	1.1	100	-5	-2	20	1.4	0	0.8	21	-21
Cc1ccc2nc(-c3ccccn3)c(NC3CCCC3)n2c1	0.9	112	9	-5	-6	1.3	15	1.1	-62	61
Cc1cc(C(=O)OCC(=O)N2CC(=O)Nc3ccccc32)c(C)n1-c1ccc(F)cc1	1	103	-2	2	8	0.99	-21	0.9	-16	16
Cc1ccc(-c2noc(CN(C(=O)CCCN3C(=O)c4ccccc4C3=O)C(C)C)n2)cc1	nt	96	nt	-7	nt	nt	nt	nt	-24	24
Cc1cn(C(=O)c2ccccc2)c(=S)n1-c1ccc(Br)cc1	1.1	96	-9	-3	22	1.2	9	0.8	19	-19
Cc1nc(NC(=O)c2cccs2)ccc1Br	0.8	161*	22	11	3	6.3*	3	1	-133	133
Cc1cc(C(=O)NCC(=O)OCC(=O)N(C2CCCCC2)C2CCCCC2)ccc1[N+](=O)[O-]	1.1	111	-8	-10	24	0.95	10	0.8	6	-6
O=C(Cn1cc(SCc2cccc(Cl)c2)c2ccccc21)N1CCOCC1	1	106	4	-8	27	1.7	9	0.7	16	-16
CC/C(=C\c1oc2cc3ccccc3cc2[n+]1CC)Nc1ccccc1	1.1	91	-6	-58	6	nt	4	0.9	-26	26
CCOC(=O)Cc1ccc2sc(-c3ccccc3)nc2c1	0.3	139*	74*	0	10	9.4*	4	0.9	-178	178*
CC(C)(C)C1CCc2onc(C(=O)Nc3ccc(F)cc3F)c2C1 (stereo unspecified)	1	113	1	15	18	1.2	-1	0.8	-12	12
COc1ccc(CCNC(=O)C2CCN(S(=O)(=O)N3CC(C)CC(C)C3)CC2)cc1OC (stereo unspecified)	1.1	94	-6	-8	9	1	-6	0.9	19	-19
COc1cc2c(cc1NC(=O)C(c1ccccc1)c1ccccc1)CCCC2	1	106	-1	-4	8	0.83	7	0.9	-16	16
CCOc1ccc(NC(=O)CN2C(=O)NC(CCSC)C2=O)cc1 (stereo unspecified)	1	106	0	0	-1	1.1	-4	1	6	-6
